AmpC detergent: qHTS Inhibitors of AmpC Beta-Lactamase (assay with detergent); P00811; AmpC hydrolysis of nitrocefin, absorbance 480 nm, 0.01% Triton; Potency, µM (series often up to 114 µM), inactives show top-dose activity change, negative = inhibition, usual class: inhibitors; 370,000 tested, 0.041% active;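 also: potency is read from the fitted curve at half-maximal effect; 0% = no-compound wells and -100% = no-enzyme wells; nearly all actives have a fitted effect of over 25% in size; some results filed as inactive show a strong effect at the top dose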
Target sequence (P00811 whole entry, looked up): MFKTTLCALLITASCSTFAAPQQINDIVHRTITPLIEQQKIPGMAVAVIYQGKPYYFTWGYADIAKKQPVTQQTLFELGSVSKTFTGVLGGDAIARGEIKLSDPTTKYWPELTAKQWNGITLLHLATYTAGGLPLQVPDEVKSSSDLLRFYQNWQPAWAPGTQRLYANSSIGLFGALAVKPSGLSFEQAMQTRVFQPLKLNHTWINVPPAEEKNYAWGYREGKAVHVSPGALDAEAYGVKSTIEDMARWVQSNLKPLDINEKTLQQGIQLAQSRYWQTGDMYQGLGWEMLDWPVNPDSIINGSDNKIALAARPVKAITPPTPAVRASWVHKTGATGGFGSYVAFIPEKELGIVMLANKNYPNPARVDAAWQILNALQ
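AmpC (5.3 nM in the dispensed reagent) in 20 mM phosphate pH 7.0 with 0.01% (detergent screen) or 0.0001% Triton X-100 was preincubated with compounds for 15 min at room temperature. Nitrocefin was then added from an 800 uM solution, and hydrolysis was followed at 480 nm.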
HCV inh: qHTS Assay for Inhibitors of Hepatitis C Virus (HCV); Huh7.5.1 HCVcc-Cre infection, luciferase reporter, 44 h; Potency, µM (titrated, usually from 41.8 µM), without a hit: at the top dose activity change, negative = inhibition, actives largely listed as inhibitors; 340,000 tested, 3.4% active; AID 651820, 2012; also: potency is read from the fitted curve at half-maximal effect
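1,000 cells/well; 4 h culture; + compound; + HCVcc-Cre (~0.5 moi); 44 h; luciferase substrate, RT 15 min; read 15 sec.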
AmpC no deterg: qHTS Inhibitors of AmpC Beta-Lactamase (assay without detergent) | P00811 | AmpC nitrocefin hydrolysis, absorbance 480 nm, 0.0001% Triton | Potency, µM (doses to about 57.1 µM), inactives show at the top dose activity change, negative = inhibition, actives largely listed as inhibitors | 330,000 tested, 0.52% active | AID 485341, 2010;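 also: potency is read from the fitted curve at half-maximal effect; plate controls were no compound for no effect and no enzyme for full effect; nearly all actives have a fitted effect of over 20% in size; some results filed as inactive show a strong effect at the top dose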
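20 mM phosphate pH 7.0 + 0.01% (detergent screen) or 0.0001% Triton X-100; 5.3 nM AmpC reagent; cpd preinc 15 min RT; nitrocefin (800 uM stock) to start; A480 q20 s × 4 min; Activity was normalised to no-enzyme and no-compound control wells.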
Sm TGR block: qHTS Assay for the Inhibitors of Schistosoma Mansoni Peroxiredoxins | Schistosoma mansoni thioredoxin glutathione reductase (TGR), Q962Y6 | purified TGR, DTNB reduction, TNB absorbance 405 nm | Potency, µM (titrated, usually from 114 µM), for inactives: top-dose activity change, negative = inhibition, hits mostly inhibitors | 360,000 tested, 3% active | AID 485364, 2010; also: potency is read from the fitted curve at half-maximal effect; nearly all actives have a fitted effect of over 60% in size
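Kinetic colorimetric format: TGR-catalysed, NADPH-driven DTNB reduction monitored via TNB absorbance. Enzyme dispensed at 20 nM; compound exposure 15 min at room temperature before reaction start.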
HCMV antiviral: qHTS Assay for inhibitors of the human cytomegalovirus (HCMV); 410,000 tested, 4.5% active; HFF cells, HCMV-luciferase reporter, 72 h; active compounds read low; activity change, negative = inhibition, % at 57.5 µM; in the data active = activity change below about -60%; inconclusive = no clear call, values can overlap the other calls; inactive = above about -39%
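Two compound doses tested in HFFs infected with HCMV-luciferase, MOI 1 PFU/cell, 72 h at 37C. Lysate luminescence read with OneGlo; data normalized against buffer-only and 10uM Salinomycin inhibitor controls.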
FBPA Giardia inh: qHTS Assay for Inhibitors of Fructose-1,6-bisphosphate Aldolase from Giardia Lamblia; A8B2U2; purified Giardia FBPA; Potency, µM (doses to about 59.6 µM), without a hit: at the highest dose activity, negative = inhibition, hits mostly inhibitors; 290,000 tested, 0.71% active; AID 2451, 2010; also: potency is read from the fitted curve at half-maximal effect; nearly all actives have a fitted effect of over 55% in size
Target sequence (A8B2U2 whole entry, looked up): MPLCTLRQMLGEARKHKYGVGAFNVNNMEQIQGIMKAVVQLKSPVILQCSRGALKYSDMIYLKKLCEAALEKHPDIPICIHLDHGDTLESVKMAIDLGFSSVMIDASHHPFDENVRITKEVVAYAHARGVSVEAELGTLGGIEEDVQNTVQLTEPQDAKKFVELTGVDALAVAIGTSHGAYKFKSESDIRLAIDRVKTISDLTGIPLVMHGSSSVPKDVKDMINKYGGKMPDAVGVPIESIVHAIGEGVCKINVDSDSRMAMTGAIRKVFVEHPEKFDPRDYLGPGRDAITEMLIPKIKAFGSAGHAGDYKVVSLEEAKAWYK
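40 nM FBPA preincubated 10 min at RT with compound (up to 57.5 uM final), then substrate plus GAPDH/TPI/NAD/arsenate coupling and diaphorase/resazurin added. Fluorescence read after 20 min at RT, 525/598 nm.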
Numbers without * were called inactive; u = inconclusive; x = no result given; [ ] = remark or other dose. Unless noted, calls follow the shape of the dose curve; as a rule, active = well fitted curve in the direction sought with a large enough effect; inconclusive = small, poorly fitted or top-dose-only effect, or another doubt; inactive = no such curve, though single readings can be large; an effect the other way counts as inactive or inconclusive. Unless noted, % is scaled to controls: 0 for no effect and ±100 for the full control effect.

SMILES | AmpC detergent | HCV inh | AmpC no deterg | Sm TGR block | HCMV antiviral | FBPA Giardia inh
COc1cccc(NC(=O)Cn2c(=O)n(-c3ccccc3)c(=O)c3sccc32)c1 | 0% | 29% | -18% | 0% | -24 | 0%
CC(=O)Nc1ccc(N2C(=O)CC(c3ccccc3)CC2=O)cc1 | -14% | 24% | 76%[activator] | -2% | 20 | 3%
CCCc1nnc(NC(=O)C(C)N2C(=O)C3C4C=CC(C4)C3C2=O)s1 (centres undefined) | 2% | u | -9% | u | 23 | 0%
CCOC(=O)c1cccc(NC(=O)CCc2c(C)nc3ncnn3c2C)c1 | u | -19% | 108%[activator] | 5% | 17 | 9%
O=C(CN1C(=O)NC2(CCCCC2)C1=O)Nc1nc2c(F)cc(F)cc2s1 | -18% | 3% | -21% | -14% | -12 | x
COC(=O)c1cc(C(=O)Nc2ccc(S(N)(=O)=O)cc2)cc([N+](=O)[O-])c1 | 3% | -28% | -36% | 8% | 2 | -1%
N#CCCN(C(=O)Nc1ccc(Cl)c(Cl)c1)c1ccccc1 | 11% | 2% | -19% | 6% | 5 | 4%
COc1cc(C=O)c(Br)cc1OC1CCCC1 | 3% | -30% | 0% | -1% | 8 | 5%
O=C(NCc1cccnc1)C1c2ccccc2C(=O)N1Cc1ccco1 (centres undefined) | -7% | -8% | -6% | 35µM* | 11 | -1%
COc1ccc(-c2csc3ncnc(Nc4ccc(OC)c(OC)c4)c23)cc1 | 2% | x | x | 6% | u | x
CC12CCC(c3c(C(=O)Nc4nccs4)nn(-c4ccccc4)c31)C2(C)C (centres undefined) | u | -15% | -24% | -3% | u | 27%
O=C(c1ccc(-c2ccccc2)cc1)N1CCN(C(=O)c2ccco2)CC1 | 4% | -3% | 94%[activator] | 2% | -33 | 8%
O=C(NCC1CCCO1)c1ccc(COc2ccc(Br)cc2)cc1 (centres undefined) | 0% | u | 121%[activator] | 1% | u | -3%
O=C1COc2ccc(S(=O)(=O)N3CCc4ccccc43)cc2N1 | 1% | 1% | -18% | 5% | u | -4%
CCCNC(=O)Cn1cnc2sc(C(=O)N3CCN(c4ccc(F)cc4)CC3)c(C)c2c1=O | u | 7% | -3% | -5% | -35 | 0%
COC(=O)c1sccc1NC(=O)c1ccc(C)o1 | 0% | u | 0% | 2% | -9 | 1%
C=CCN1C(=O)/C(=C/C=C2/N(CC)c3ccc(S(=O)(=O)N(C)C)cc3N2CC)SC1=S | 1% | u | 14% | x | -10 | -23%
O=S(=O)(c1ccccc1Cl)N1CCCC1c1nc(-c2cccc(Cl)c2)no1 (centres undefined) | 1% | u | u | 0% | 5 | -1%
CCCc1ccc(OCC(O)CN2CCN(c3ccccn3)CC2)cc1 (centres undefined) | u | -15% | 106%[activator] | 4% | -3 | x
c1csc(-c2nc3ccccc3[nH]2)c1 | u | -9% | -14% | -25% | 97 | -7%
O=C(Cn1c(C(F)(F)F)nc2ccccc21)NCCCN1CCOCC1 | -1% | 13% | -4% | 43%[activator] | -4 | -3%
O=C(NCc1ccncc1)C12CC3CC(CC(Cl)(C3)C1)C2 | -1% | 3% | -25% | 2% | 2 | x
CC(NC(=O)Cc1cccs1)c1ccccc1 (centres undefined) | 6% | -1% | -11% | 10% | -29 | 4%
Cc1ccc(Cl)cc1NC(=O)CN1C(=O)c2cccc3cccc1c23 | 3% | x | x | -2% | 1 | x
C=CCn1c[n+](CC(=O)c2ccc(Br)s2)c2ccccc21 | 6% | -4% | -3% | -16% | -7 | 1%
CCCn1c(SCC(=O)c2ccc3c(c2)OCCO3)nnc1C(C)C | u | -9% | 29% | -11% | -11 | u
CC(C)(C)C(=O)N1CCC(O)(CS(=O)(=O)Cc2ccc(Cl)cc2)CC1 | -6% | 1% | -8% | -21% | -4 | 5%
O=C(c1cccs1)N1CCC(C(=O)N2CCN(Cc3ccc4c(c3)OCO4)CC2)CC1 | 4% | -15% | 54% | -3% | u | -2%
COC(=O)C1=C(c2ccccc2OCc2ccccc2)C[C@@H]2CC[C@H]1N2C(=O)NCc1ccccc1 | -1% | u | -3% | 1% | 0 | x
CCN1CCN(S(=O)(=O)c2ccc(S(=O)(=O)N(CC)Cc3ccccc3)cc2)CC1 | -13% | -11% | 28% | -6% | 7 | -3%
COc1ccc(C(=O)COC(=O)c2cnc(C)cn2)c(OC)c1 | -12% | -19% | -3% | -1% | 3 | x
CC(Nc1ncnc2ccccc12)c1ccccc1 (centres undefined) | -9% | 4.5µM* | -22% | -4% | -82* | 1%
CCn1c(C)nc2cc(C(=O)NNC(=O)c3ccc(C)cc3)ccc21 | 5% | 14% | -28% | 2% | -30 | x
CCN(CC(=O)Nc1c(F)cccc1F)C(=O)CCc1nc2cc(S(=O)(=O)N(C)C)ccc2n1CC | -2% | 11% | 18% | -20% | u | x
CCc1ccc(N2CCN(C(=O)c3ccc4c(c3)OCO4)CC2)cc1 | -1% | 1% | 32% | -7% | -31 | -11%
COc1cccc(-n2nc(C(N)=O)c(O)cc2=O)c1 | 0% | 11% | -21% | 6% | -7 | -1%
Cc1noc(C)c1S(=O)(=O)NC1CCCc2ccccc21 (centres undefined) | -7% | -6% | -22% | 3% | 39 | 7%
CC1(C)C2CCC1(C)C(NCC(O)COc1ccc(C#N)cc1)C2 (centres undefined) | u | 0% | -23% | -24% | 54 | u
COC(=O)c1cn(CC(=O)N2CCCCC2C)c2ccccc12 (centres undefined) | -2% | -1% | -12% | 8% | -19 | -4%
CCc1ccc(C(O)(CC(C)C)C(CN2CCOCC2)c2ccccc2)cc1 (centres undefined) | -9% | u | 99%[activator] | 10% | -90* | -25%
Cc1ccc(S(=O)(=O)CC(C)(O)C(=O)Nc2cccc(C(F)(F)F)c2)cc1 (centres undefined) | -1% | 2% | 31% | 1% | 26 | -14%
COc1cccc(CNc2nc(-c3cccnc3)nc3ccccc23)c1 | 8% | u | -18% | 12% | -18 | -7%
CCCCC(=O)N(CCOC)c1nnc(-c2cccnc2)s1 | -7% | 24% | 26% | 52%[activator] | -16 | -10%
O=C1C2C(c3ccccc3)C=CC(c3ccccc3)C2C(=O)N1CCO (centres undefined) | u | -8% | 58% | -3% | 2 | 7%
Cc1ccccc1C1c2[nH]c3ccccc3c2CCN1CCCn1cccn1 (centres undefined) | -1% | -13% | 12% | 0% | 11 | -17%
COc1ccc(C(=O)NCCSc2c(C)[nH]c3ccccc23)cc1 | -10% | x | x | 4% | -96* | x
CCCn1c(-c2ccc(C(=O)OC)cc2)nc2c1c(=O)[nH]c(=O)n2Cc1ccccc1 | -11% | -9% | -27% | -1% | -20 | 1%
CCC(c1nnnn1CCc1ccccc1)N(Cc1ccco1)Cc1cc2c(C)ccc(C)c2[nH]c1=O (centres undefined) | -11% | 11µM* | 32% | u | -33 | -9%
Cc1cccc(C(=O)NCCCN2CCCC2=O)c1 | -13% | 23% | -15% | -20% | 9 | 0%
Cc1ccc(Cn2c(SCCN3CCOCC3)nc3c2c(=O)n(C)c(=O)n3C)cc1 | u | u | 107%[activator] | 3% | 42 | 1%
CCCOc1c(Br)cc(C2C3=C(CCCC3=O)N(CC)C3=C2C(=O)CCC3)cc1OC | -3% | -23% | 126%[activator] | -8% | u | u
Cc1cccc(-n2ncc3c(N4CCCC4)ncnc32)c1 | -5% | u | -8% | -1% | -2 | 0%
CCOC(=O)c1c(NC(=S)Nc2ccccc2)sc2c1CCN(CC)C2 | 0% | -29% | -1% | -27% | 23 | -18%
O=c1cnc(-c2ccc(Cl)cc2)cn1O | -9% | 14% | 138%[activator] | -15% | -23 | u
CC(C)CN1CCN(Cc2c[nH]c3ccccc23)CC1CCO (centres undefined) | -19% | -5% | -9% | -22% | 28 | 8%
COc1cccc(NC(=O)c2nc(SC)ncc2Cl)c1 | 0% | 12% | -18% | 4% | -3 | -5%
CCCN(CCC)C(=O)Cn1c(=O)n(-c2ccc(CC)cc2)c(=O)c2c3c(sc21)CCC3 | 4% | x | x | -6% | -14 | x
O=C(Nc1cc(S(=O)(=O)N2CCCCC2)ccc1Oc1ccccc1)C1=COCCO1 | 4% | 22µM* | 32% | -1% | -20 | 3%
CCc1ccc(-c2cc(C)no2)cc1S(=O)(=O)NCCc1ccc(S(N)(=O)=O)cc1 | 2% | -26% | -20% | -2% | u | 3%
Cc1c(C(=O)OCc2ccccc2)nnn1-c1nonc1N | u | 11% | -37% | 16% | u | -2%

Whole records, quoted from the list.
`O=C(Nc1cc(S(=O)(=O)N2CCCCC2)ccc1Oc1ccccc1)C1=COCCO1` in the list: AmpC detergent: 4%; HCV inh: 22µM*; AmpC no deterg: 32%; Sm TGR block: -1%; HCMV antiviral: -20; FBPA Giardia inh: 3%
`COc1cccc(NC(=O)c2nc(SC)ncc2Cl)c1` in the list: AmpC detergent: 0%; HCV inh: 12%; AmpC no deterg: -18%; Sm TGR block: 4%; HCMV antiviral: -3; FBPA Giardia inh: -5%

Following part
SMILES | AmpC detergent | HCV inh | AmpC no deterg | Sm TGR block | HCMV antiviral | FBPA Giardia inh
CCn1nc(NS(=O)(=O)c2ccccc2[N+](=O)[O-])c2cc3ccc(C)cc3nc21 | -9% | 3% | -35% | -16% | x | x
CC(=O)c1cc(F)c(N2CCCC2)cc1C | u | 2% | -22% | 7%[11.4 µM] | -9 | 4%
O=C(NCc1csc(-c2cccs2)n1)Nc1ccc(C(F)(F)F)cc1 | -8% | 7% | -42% | 6% | 18 | 5%
CCOc1cc(CNc2ccc(S(N)(=O)=O)cc2)cc(Cl)c1OC | u | 19% | -16% | 3% | -27 | -2%
O=C(NC1CCCC1)C(c1ccc(Cl)cc1)N1CCOCC1 (centres undefined) | -10% | 10% | -2% | -9% | 1 | 4%
Cc1nn(CC(=O)Nc2c(F)cc(F)cc2Br)c(=O)c2cccn12 | 4% | 25% | -10% | -2% | 4 | x
O=C(Nc1ccccc1)O/N=C(\c1ccccc1)c1ccccn1 | u | 1% | -12% | 14% | 25 | u

Rewritten as labelled records: entries from further up.
CCCn1c(-c2ccc(C(=O)OC)cc2)nc2c1c(=O)[nH]c(=O)n2Cc1ccccc1
  AmpC detergent: -11%
  HCV inh: -9%
  AmpC no deterg: -27%
  Sm TGR block: -1%
  HCMV antiviral: -20
  FBPA Giardia inh: 1%

COC(=O)C1=C(c2ccccc2OCc2ccccc2)C[C@@H]2CC[C@H]1N2C(=O)NCc1ccccc1
  AmpC detergent: -1%
  HCV inh: u
  AmpC no deterg: -3%
  Sm TGR block: 1%
  HCMV antiviral: 0
  FBPA Giardia inh: x

CCN(CC(=O)Nc1c(F)cccc1F)C(=O)CCc1nc2cc(S(=O)(=O)N(C)C)ccc2n1CC
  AmpC detergent: -2%
  HCV inh: 11%
  AmpC no deterg: 18%
  Sm TGR block: -20%
  HCMV antiviral: u
  FBPA Giardia inh: x

CC(=O)c1cc(F)c(N2CCCC2)cc1C
  AmpC detergent: u
  HCV inh: 2%
  AmpC no deterg: -22%
  Sm TGR block: 7%[11.4 µM]
  HCMV antiviral: -9
  FBPA Giardia inh: 4%

Compound activity deposited in PubChem by National Center for Advancing Translational Sciences (NCATS).
